Compound activity (PubChem)
ERK EGF block – inhibitors of EGF-stimulated ERK signaling pathway | 130,000 tested, 0.41% active | HEK293-V1b, EGF-stimulated phospho-ERK AlphaScreen | Potency, µM (top dose mostly 11.5 µM), for inactives: at the highest dose activity change, negative = inhibition, hits mostly inhibitors; active = well fitted inhibition curve with a large enough effect; inconclusive = small, poorly fitted or top-dose-only effect, or effect the other way;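 note: plate controls were stimulated vehicle wells for no effect and unstimulated vehicle basal for full effect; nearly all actives have a fitted effect of over 55% in size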
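Homogeneous cell-based phospho-ERK assay: HEK293/V1b cells in 1% FBS, compound 30 min then EGF 5 min, AlphaScreen luminescence. Activity normalized between DMSO and 25 nM EGF controls; AC50 from Hill modelling.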
Numbers without * were called inactive; [ ] = dose if it differs, or a comment. Potency is the fitted concentration of half-maximal effect. Only part of the results is shown; the hit share may differ from the screen's.

`CC(=O)c1sc2nc(-c3ccco3)ccc2c1N` gave ERK EGF block 2%[57.5 µM].
Screening COc1ccc(C(=O)NC(=S)NCc2ccccc2)cc1OC returned ERK EGF block -2%.
For O=C(c1ccco1)N1CCN(C(=O)c2cc3cc([N+](=O)[O-])ccc3oc2=O)CC1 the results were ERK EGF block 30%.
`CCOC(=O)CC(NC(=O)c1cc2cc(Br)ccc2oc1=O)c1cccc([N+](=O)[O-])c1` (stereo unspecified) gave ERK EGF block 4%.
Screening CC[n+]1c(C)sc2c3ccsc3ccc21 returned ERK EGF block 14%.
For Cn1c(=O)c(=O)n(C)c2cc(S(=O)(=O)N3CCN(c4ccc(F)cc4)CC3)ccc21 the results were ERK EGF block 1%.
`CC(C)Oc1cccc(OCCN2C(=O)c3ccccc3C2=O)c1` gave ERK EGF block 6%.
Screening CCOc1ccc(NC(=O)c2sc(N3CCOCC3)nc2-c2ccccc2)cc1 returned ERK EGF block 3%.
Screening CCN(CC)S(=O)(=O)c1cccc(C(=O)OCC(=O)NC(C)c2ccccc2)c1 (stereo unspecified) returned ERK EGF block -1%.
`CCn1c(SCC(=O)O)nc2ccccc21` gave ERK EGF block -3%.
`CC(NC(=O)COC(=O)c1cc(NS(=O)(=O)c2ccc(Cl)c([N+](=O)[O-])c2)ccc1O)C1CC2CCC1C2` (stereo unspecified) gave ERK EGF block 7%.
CC(=O)Nc1ccccc1Sc1ccc2c3c(cccc13)C(=O)N(c1ccc(C)cc1)C2=O was read as ERK EGF block 4%.
For Cc1cc(C)cc(NCc2cc(=O)oc3cc(-c4ccccc4)c(O)cc23)c1 the results were ERK EGF block -11%.
`CCCCC(=O)NC(=O)NC(c1ccccc1)c1ccccc1` gave ERK EGF block 6%[57.5 µM].
`COc1ccc(/C=C/C(=O)NCCOc2ccc(C)cc2)cc1` gave ERK EGF block 0%.
For COc1cc(C2NC(=S)NC(c3ccccc3)=C2C(C)=O)ccc1O (stereo unspecified) the results were ERK EGF block 2%.
Screening C[C@@H](CN1C2=NC[C@H](C)N2C[C@H]1Cc1ccc(O)cc1)NC(=O)CCC1CCCCC1 returned ERK EGF block -8%[57.5 µM].
Screening CCN(CC)C(=S)NCCc1ccccc1 returned ERK EGF block -3%.
`CCN(CC)c1ccc([N+](=O)[O-])cc1C(=O)N1CCOCC1` gave ERK EGF block 23%.
Screening NC(=O)C(CC(=O)O)NC(=O)[C@@H]1CCOc2c(I)cc([N+](=O)[O-])cc2C(=O)N[C@@H](CCC(=O)O)C(=O)N[C@@H](CO)C(=O)N1 (stereo partly specified) returned ERK EGF block -3%.
`O=C(c1ccccc1F)N1CCN(c2ccc([N+](=O)[O-])c(NCC3CCCO3)c2)CC1` (stereo unspecified) gave ERK EGF block inconclusive.
Screening CCN(CC)C(=O)N1CCN(C(=O)N2CCOCC2)CC1 returned ERK EGF block 3%.
`Cc1ccc(CNC(=O)CCC2CCCN(C(=O)c3ccc4c(c3)OCO4)C2)o1` (stereo unspecified) gave ERK EGF block -1%.
For N#CCCN(C(=O)COC(=O)c1ccc2c(=O)n3c(nc2c1)CCC3)c1ccc(F)cc1 the results were ERK EGF block -1%.
For Cc1cccc(NC(=O)[C@H](Cc2ccccc2)NC(=O)OCc2ccccc2)c1 the results were ERK EGF block -1%.
For O=C(Nc1cccc(S(=O)(=O)Nc2ccccc2F)c1)c1ccc2ccccc2n1 the results were ERK EGF block inconclusive.
CC1(C)CC(=O)c2c(oc3cc(O)c(O)cc23)C1 was read as ERK EGF block -3%.
For O=C(NCc1ccccc1)C1CCC(CNc2c(N3CCCCC3)c(=O)c2=O)CC1 (stereo unspecified) the results were ERK EGF block 6%.
Screening CCCCCCCCCCC(=O)Nc1cccnc1 returned ERK EGF block 3%.
Cc1oc(-c2ccoc2)nc1CN(CC1CCC(=O)N1)C(C)C (stereo unspecified) was read as ERK EGF block 9%.
`COc1ccc(C2c3c(n[nH]c3C)CC(C)(O)C2C(C)=O)cc1OC` (stereo unspecified) gave ERK EGF block -15%[57.5 µM].
For O=c1cccccc1NN=C1CCCCCC1 the results were ERK EGF block 19%[57.5 µM].
`COc1cc(/C=N/NC(=O)NC2CCCCC2)cc(OC)c1O` gave ERK EGF block -2%[57.5 µM].
For CN(C)S(=O)(=O)c1cc(NC(=O)CN2CCOCC2)ccc1Cl the results were ERK EGF block 1%.
N#Cc1nc(-c2ccc(Cl)cc2)oc1NCC1CCCO1 (stereo unspecified) was read as ERK EGF block -8%.
For O=C1C=C(O)C(n2cncn2)C(c2ccc(F)cc2)C1 (stereo unspecified) the results were ERK EGF block -7%.
`COc1ccc(N2C(=O)/C(=C\c3ccco3)N=C2SCC(=O)NC(C)(C)C)cc1Cl` gave ERK EGF block 3%.
`O=C(N/N=C/c1ccc[nH]1)c1ccc([N+](=O)[O-])cc1` gave ERK EGF block -5%.
For CC(=O)c1ccc(NC(=O)c2c(C)nn(-c3ccccc3)c2Cl)cc1 the results were ERK EGF block -13%.
`O=C(CCN1CCN(c2ccccc2)CC1)N/N=C/c1ccc(O)c(O)c1O` gave ERK EGF block 11%.
COC(=O)CCNS(=O)(=O)c1ccc2ccccc2c1 was read as ERK EGF block 10%.
Cn1c(=O)c(CCc2ccccc2)nc2cncnc21 was read as ERK EGF block 2%.
`O=C(/C=C/c1ccc(S(=O)(=O)N2CCOCC2)cc1)NC(=S)NCCCn1ccnc1` gave ERK EGF block 0%.
O=C(NC(=S)NCCc1ccccc1)C1CCCCC1 was read as ERK EGF block -10%.
Cc1ccnc(N2C(=O)CSC2c2ccc(Cl)cc2)c1 (stereo unspecified) was read as ERK EGF block 9%.
CCOC(=O)c1sc(=NC(=O)C2CC2)n(C)c1C was read as ERK EGF block -4%.
CC(=O)c1ccc2noc(-c3ccccc3)c2c1 was read as ERK EGF block -7%.
For Cc1ccc(-c2nnc(NCc3nc4ccccc4[nH]3)c3ccccc23)cc1S(=O)(=O)N1CCOCC1 the results were ERK EGF block 2%.
Screening O=C(N[C@@H](Cc1ccccc1)C(=O)O)c1c(F)c(F)c(F)c(F)c1F returned ERK EGF block -1%[57.5 µM].
For Oc1cccc(O)c1 the results were ERK EGF block 11%.
`Fc1cccc(CSc2ccc3nnc(-c4cccnc4)n3n2)c1` gave ERK EGF block 11%.
`Cc1ccc(C(=O)c2ccccc2C(=O)OCC(=O)NC(=O)NC(C)(C)C)cc1` gave ERK EGF block -10%.
Screening CCOC(=O)C1=C(C)N(C)C(C)=C(C(=O)OCC)C1c1ccsc1 returned ERK EGF block -9%.
Screening Cc1cc(OCCn2cnc3ccccc3c2=O)ccc1[N+](=O)[O-] returned ERK EGF block -3%.
CCOC(=O)c1ccc(N2C(=O)C(O)=C(C(C)=O)C2c2ccccc2)cc1 (stereo unspecified) was read as ERK EGF block -4%.
Screening CCOC(=O)C1CCN(c2ccc([N+](=O)[O-])cc2)CC1 returned ERK EGF block -8%.
COc1ccc(CNc2ncncc2-c2ccccc2Cl)c(OC)c1 was read as ERK EGF block 16%.
Cc1cc(=O)[nH]c(SCC(=O)Nc2cc(S(=O)(=O)N(C)C)ccc2Cl)n1 was read as ERK EGF block -1%.
CSc1ccc(-c2cccc([N+](=O)[O-])c2)nn1 was read as ERK EGF block 13%.
COc1cc(/C=C/C(=O)c2c(O)cc(C)oc2=O)ccc1O was read as ERK EGF block -11%.
CC(=O)c1sc(NC(=O)c2ccc(C(C)(C)C)cc2)nc1C was read as ERK EGF block 0%.
`COc1ccc(NC(=O)Cc2c(F)cccc2Cl)cc1` gave ERK EGF block -13%.
For CC(C)(C)NCC(O)COc1ccccc1C(=O)CCc1ccccc1 (stereo unspecified) the results were ERK EGF block -3%[57.5 µM].
O=c1c(-c2ccccc2)nc2cnc(N3CCNCC3)nc2n1Cc1ccc(F)cc1 was read as ERK EGF block 0%.
For CC1=CCn2c(=O)c3ccccc3c(=O)n2C1 the results were ERK EGF block -3%.
Screening CCN(CC)CCNC(=O)C1c2cc(OC)c(OC)cc2C(=O)N(C)C1c1cccs1 (stereo unspecified) returned ERK EGF block 5%.
Screening COCCn1c(SC2CCCCC2=O)nnc1-c1ccncc1 (stereo unspecified) returned ERK EGF block -8%.
For Cc1cccnc1NC(=S)Nc1ccc(Cl)c(Cl)c1 the results were ERK EGF block 10%.
`O=C(NNC(=O)c1ccc(Br)o1)c1ccc(NC(=O)c2ccccc2)cc1` gave ERK EGF block -3%.
For CCNc1ncc2nc(CCc3ccccc3)c(=O)n(CCOC)c2n1 the results were ERK EGF block -1%.
`O=C(c1ccc2c3n(nc2c1)-c1ccc(Cl)cc1CO3)N1CCOCC1` gave ERK EGF block 2%[57.5 µM].
For COc1cccc(/C=N/NC(=O)c2ccccc2NC(=O)c2ccco2)c1OC the results were ERK EGF block 2%[57.5 µM].
`CC1(C)CC(=O)C(C=NCCN2CCN(C3CC(=O)N(c4ccc(Br)cc4)C3=O)CC2)=C(O)C1` (stereo unspecified) gave ERK EGF block -15%.
Screening O=C(Nc1ccccc1)/C(=C\c1ccccc1)NC(=O)c1ccco1 returned ERK EGF block -5%[57.5 µM].
Screening CCCCCCNC(=O)CCCCCNS(=O)(=O)c1ccc(OC)cc1 returned ERK EGF block 1%.
For Cc1cc(C)n(C(=O)c2ccc(Cl)c(F)c2F)n1 the results were ERK EGF block -1%.
`O=C(CCN1C(=O)C2CCCCC2C1=O)Nc1nc(-c2ccc(F)c(F)c2)cs1` (stereo unspecified) gave ERK EGF block inconclusive.
Screening CCN(C(=S)Nc1cc(S(=O)(=O)N2CCOCC2)ccc1Cl)c1cccc2ccccc12 returned ERK EGF block 6%.
For Cc1nnc(-c2cccc(C(F)(F)F)c2)nc1N1CCOCC1 the results were ERK EGF block -3%.
`Cc1cccc(NC(=O)C2C(c3ccccc3)C2(Cl)Cl)c1` (stereo unspecified) gave ERK EGF block -6%.

3 consecutive entries from above, for reference:
CC(=O)c1sc(NC(=O)c2ccc(C(C)(C)C)cc2)nc1C was read as ERK EGF block 0%.
`COc1ccc(NC(=O)Cc2c(F)cccc2Cl)cc1` gave ERK EGF block -13%.
For CC(C)(C)NCC(O)COc1ccccc1C(=O)CCc1ccccc1 (stereo unspecified) the results were ERK EGF block -3%[57.5 µM].

(continued)
COc1cc(C(=S)N2CCOCC2)ccc1OC(=O)Cc1ccc(F)cc1 was read as ERK EGF block 2%.
For Cc1ccc(-c2oc3ccccc3c(=O)c2OCC(=O)O)cc1 the results were ERK EGF block -4%.
For CCCCN(C(=O)c1cc(=O)[nH]c2ccccc12)c1c(N)n(CCC)c(=O)[nH]c1=O the results were ERK EGF block -3%[57.5 µM].
For CCN(CC)C(=O)/C(NC(=O)c1ccccc1)=C(/Sc1ncccn1)c1ccccc1 the results were ERK EGF block 3%.
Cc1cccc(CNc2cc(-c3ccccc3C)ncn2)c1 was read as ERK EGF block 12%.
C#CCOCCOCCOCCNc1nc(N2CCN(C(=O)[C@H](C)n3cc(CCCN=C(N)N)nn3)CC2)nc(N2CCN(C(=O)[C@H](CCCCN)n3cc(CCCC)nn3)CC2)n1 was read as ERK EGF block -4%.
CSc1nnc(-c2cccc(NC(=S)NN)c2)o1 was read as ERK EGF block inconclusive.
CN1CC(c2ccccc2)C(c2ccc(Cl)cc2)=N1 (stereo unspecified) was read as ERK EGF block 4%.
`CCN1C(=O)N(C(C)=O)C2C1N(C(C)=O)C(=O)N2C(C)=O` (stereo unspecified) gave ERK EGF block 1%.
`COc1ccccc1C(=O)Nc1onc(C)c1C#N` gave ERK EGF block 8%.
CC1(C)CCCC2(C)C3C(O)CC2(C)C(O)C31 (stereo unspecified) was read as ERK EGF block 15%.
O=C(CSc1nnc(-c2ccccc2O)n1-c1ccccc1)Nc1cccc(C(=O)O)c1 was read as ERK EGF block 2%.
For CCCCC/C=C\CC1OC1C/C=C\C/C=C\CCCC(=O)O (stereo unspecified) the results were ERK EGF block 0%.
`CC(=O)Nc1ccc2c(c1)nc(CCNC(=O)c1ccccc1)n2C` gave ERK EGF block 8%.
Screening Cc1noc(C)c1COC(=O)CNC(=O)c1ccc(Cl)cc1 returned ERK EGF block 3%.
c1ccc(Oc2ccc(-c3ccnc4ncnn34)cc2)cc1 was read as ERK EGF block -3%.
`COc1ccc(CC(=O)Nc2ccc3nc(C)sc3c2)cc1OC` gave ERK EGF block 3%.
N#C/C(=C\C1=C(N2CCOCC2)C(=C\c2ccc(Cl)cc2)/CC1)C(=O)Nc1ccccc1F was read as ERK EGF block inconclusive.
Screening Cc1nc(-c2nc(-c3c(C(=O)NNC(=O)c4ccc(Cl)cc4)noc3C)cs2)cs1 returned ERK EGF block 16%[57.5 µM].

Grouped by structure, those above with a nitro group on carbon (10)
For O=C(c1ccco1)N1CCN(C(=O)c2cc3cc([N+](=O)[O-])ccc3oc2=O)CC1 the results were ERK EGF block 30%.
`CCOC(=O)CC(NC(=O)c1cc2cc(Br)ccc2oc1=O)c1cccc([N+](=O)[O-])c1` (stereo unspecified) gave ERK EGF block 4%.
`CC(NC(=O)COC(=O)c1cc(NS(=O)(=O)c2ccc(Cl)c([N+](=O)[O-])c2)ccc1O)C1CC2CCC1C2` (stereo unspecified) gave ERK EGF block 7%.
`CCN(CC)c1ccc([N+](=O)[O-])cc1C(=O)N1CCOCC1` gave ERK EGF block 23%.
Screening NC(=O)C(CC(=O)O)NC(=O)[C@@H]1CCOc2c(I)cc([N+](=O)[O-])cc2C(=O)N[C@@H](CCC(=O)O)C(=O)N[C@@H](CO)C(=O)N1 (stereo partly specified) returned ERK EGF block -3%.
`O=C(c1ccccc1F)N1CCN(c2ccc([N+](=O)[O-])c(NCC3CCCO3)c2)CC1` (stereo unspecified) gave ERK EGF block inconclusive.
`O=C(N/N=C/c1ccc[nH]1)c1ccc([N+](=O)[O-])cc1` gave ERK EGF block -5%.
Screening Cc1cc(OCCn2cnc3ccccc3c2=O)ccc1[N+](=O)[O-] returned ERK EGF block -3%.
Screening CCOC(=O)C1CCN(c2ccc([N+](=O)[O-])cc2)CC1 returned ERK EGF block -8%.
CSc1ccc(-c2cccc([N+](=O)[O-])c2)nn1 was read as ERK EGF block 13%.
